# PKA-R1A activ = activators of PKA-R1A holoenzyme, primary screen, biochemical, fluorescence polarization, Cy5-IP20, bovine R1A, mouse PKAc; PKA-R1A dissociation; scaled: DMSO 0%, 113 µM cGMP 100%; 340,000 compounds, 0.083% hits; activation, % at 11.4 µM; cAMP-dependent protein kinase type I-alpha regulatory subunit (Bos taurus) + …;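 active = percent activation above the mean of all tested compounds plus 3 SD, cut at about 19% in these data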;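 note: higher means more PKAc released from R1A so a rise in polarization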
# DAGLB inhibitor = DAGLB lipase inhibitors, primary screen, biochemical, fluorescence, HTS. Diacylglycerol lipase-beta (Homo sapiens), Q8NCG7. HEK293T DAGLB membrane lysate, EnzChek fluorogenic substrate. inhibition, % at 5.17 µM. 340,000 compounds, 0.059% hits. AID 504411, 2011; in the data active = inhibition above about 34%;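 note: 0% = enzyme with vehicle and 100% = wells lacking enzyme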
# Mot1-301 SUMO = yeast Mot1-301 growth rescue at high temperature, primary screen, SUMOylation pathway inhibitor project, S. cerevisiae, ATP luminescence, 38.5C; S. cerevisiae Mot1-301 growth rescue; percent above DMSO median, 100 means doubled; growth rescue, % at 18.8 µM; AID 2716, 2010; 320,000 compounds, 1% hits;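 active = every valid replicate shows activation above 250% relative to neutral control wells; inactive = the rest, any valid replicate at or below 250%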;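 note: OY570 slx delta 5 strain wells were the positive control but not used for scaling; some compounds called inactive have numbers as strong as hits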
# Tat export inh = E. coli Tat export inhibitors, primary screen, MC4100, TorA-mCherry reporter, fluorescence, single point. 340,000 compounds, 0.036% hits. inhibition, % at 10 µM;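 active = mean replicate inhibition at least 50% and at least half of replicates individually reaching 50%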;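 note: exported cargo escapes ClpAP degradation while cytoplasmic cargo is degraded and loses fluorescence; 0% = median of neutral control wells and 100% = median of NaSCN control wells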
# CDK5 p35 inh = inhibitors of human CDK5/p35 kinase, primary screen, biochemical, single concentration; Cyclin-dependent kinase 5 (Homo sapiens) + Cyclin-dependent kinase 5 activator 1 (Homo …; Recombinant CDK5/p35, ADP-Glo luminescence, 60 min; inhibition, % at 10 µM; 330,000 compounds, 0.01% hits;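 active = highest replicate inhibition of at least 50% and at least 75% of replicates reaching 50%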;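 note: plate controls were DMSO neutral control for no effect and GW8510 at 10 µM for full effect; many of its hits are not listed in these tables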
# Target sequence (Q00535 whole entry, looked up): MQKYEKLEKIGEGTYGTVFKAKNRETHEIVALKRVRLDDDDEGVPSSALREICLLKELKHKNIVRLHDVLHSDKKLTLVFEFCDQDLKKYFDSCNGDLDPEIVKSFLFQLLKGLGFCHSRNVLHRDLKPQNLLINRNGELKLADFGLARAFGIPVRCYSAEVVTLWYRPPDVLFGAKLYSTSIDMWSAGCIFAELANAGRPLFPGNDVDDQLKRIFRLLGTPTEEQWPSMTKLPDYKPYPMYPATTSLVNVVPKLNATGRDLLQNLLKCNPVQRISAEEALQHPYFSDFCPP
# Target sequence (Q15078 whole entry, looked up): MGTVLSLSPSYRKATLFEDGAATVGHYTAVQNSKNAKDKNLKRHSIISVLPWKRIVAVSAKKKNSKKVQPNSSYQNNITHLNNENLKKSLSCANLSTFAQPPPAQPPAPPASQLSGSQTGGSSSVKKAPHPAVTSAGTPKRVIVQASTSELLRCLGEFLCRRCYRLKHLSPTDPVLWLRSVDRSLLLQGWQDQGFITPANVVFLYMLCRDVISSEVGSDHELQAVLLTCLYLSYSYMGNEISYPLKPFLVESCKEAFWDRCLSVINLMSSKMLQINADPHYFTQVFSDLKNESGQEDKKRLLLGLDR
# HTR5A inv ag = HTR5A inverse agonists in luminescence cell assay, primary screen, counter-screen for OPRM1-OPRD1 heterodimer inverse agonist project, full-deck HTS | HTR5A cell line, inverse agonism | inhibition, % at 9.3 µM | 340,000 compounds, 0.083% hits; in the data active = inhibition mostly above about 23%, no sharp cut-off; inactive = mostly below about 18%;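 note: 0% = cells with DMSO and 100% = no-cell wells with DMSO; some compounds called inactive have numbers as strong as hits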
# Target sequence (P47898 whole entry, looked up): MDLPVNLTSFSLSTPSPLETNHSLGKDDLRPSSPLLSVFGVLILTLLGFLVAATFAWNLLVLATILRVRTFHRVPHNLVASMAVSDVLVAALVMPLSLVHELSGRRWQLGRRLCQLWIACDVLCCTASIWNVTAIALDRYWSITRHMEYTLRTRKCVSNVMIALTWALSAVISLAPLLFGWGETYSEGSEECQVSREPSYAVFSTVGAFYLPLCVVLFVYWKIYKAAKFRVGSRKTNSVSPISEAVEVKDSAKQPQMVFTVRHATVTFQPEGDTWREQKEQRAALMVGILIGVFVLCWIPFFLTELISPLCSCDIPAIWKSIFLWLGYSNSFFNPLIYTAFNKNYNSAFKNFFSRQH
# phage Ecoli inh = growth loss of phage-infected E. coli, primary screen, RecBCD inhibitor project, absorbance, with phage, HTS; inhibition, % at 11.9 µM; 360,000 compounds, 0.26% hits; in the data active = inhibition above about 11%
# Ecoli viability = E. coli V3065 growth inhibition, primary screen, counter-screen for AddAB inhibitor project, absorbance, OD600 | 330,000 compounds, 0.27% hits | 18 h | inhibition, % at 11.9 µM;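 active = inhibition above the campaign's mean inhibition across all tested compounds plus 3 SD, cut at about 9.9% in these data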;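 note: uninfected addAB+ strain grown without phage in ampicillin broth; 0% = DMSO wells and 100% = ciprofloxacin 0.95 µg/ml wells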
# HTR5A ag = HTR5A agonists in luminescence cell assay, primary screen, counter-screen for OPRM1-OPRD1 heterodimer agonist project, full-deck HTS; cell-based; activation, % at 9.3 µM; 340,000 compounds, 0.61% hits; AID 504692, 2011; in the data active = activation mostly above about 9.5%, no sharp cut-off; inactive = mostly below about 7.6%;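 note: 0% = cells with vehicle only and 100% = reference agonist; strong numbers were not always called active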
# AddAB inh = growth inhibition of E. coli expressing H. pylori AddAB, primary screen, AddAB inhibitor project, absorbance; inhibition, % at 11.9 µM; 330,000 compounds, 0.29% hits; in the data active = inhibition above about 12%;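 note: 0% = vehicle wells of infected cells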
# PKA-R2B activ = activators of PKA-R2B holoenzyme, primary screen, biochemical, fluorescence polarization, Cy5-IP20, human; cAMP-dependent protein kinase catalytic subunit beta (Homo sapiens) + cAMP-dependent …; PKA-R2B holoenzyme dissociation; R2B truncated from residue 108, S112A mutant; 0% DMSO only, 100% 113 µM cGMP; activation, % at 11.4 µM; 340,000 compounds, 0.079% hits;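 active = activation above a cutoff set at the mean over all compounds plus 3 SD, cut at about 18% in these data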;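 note: higher means more holoenzyme dissociation and a rise in polarization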
# Starred values were filed as active, the others as inactive; · = not tested or not shown; + = active, no number.
SMILES,PKA-R1A activ,DAGLB inhibitor,Mot1-301 SUMO,Tat export inh,CDK5 p35 inh,HTR5A inv ag,phage Ecoli inh,Ecoli viability,HTR5A ag,AddAB inh,PKA-R2B activ
NS(=O)(=O)c1cc2c(cc1Cl)NC(C(Cl)Cl)NS2(=O)=O (stereo not given),-10,-1,-7,-1,0.6,-11,5.8,1.7,3,-0.2,-12
Cc1noc(C)c1C(=O)Nc1ccccc1N1CCCC1,-9,1,-4,2,-1.0,2,0.6,-1.2,-1,1.6,2
O=C(/C=C/c1ccccc1)CC(O)(c1ccccc1)C(F)(F)C(F)F (stereo not given),-9,4,10,0,-2.5,-30,3.4,-1.9,10,-0.1,5
O=C1/C(=C/c2ccco2)CCC1C1CCCC1 (stereo not given),1,-2,38,21,-3.6,-31,0.3,1.1,10,-1.6,2
COc1cc2cc(C(=O)N3CCC(Cc4ccccc4)CC3)[nH]c2cc1OC,-7,-7,19,1,0.4,9,2.1,-0.2,-2,0.9,-3
O=C(N/N=C/c1cccs1)c1cccc(NC(=O)c2ccccc2Cl)c1,-10,0,12,2,-0.4,-7,4.9,2.7,3,2.1,0
Cc1ccc(NC(=O)CN2C(=O)NC3(CCCCC3)C2=O)cc1S(=O)(=O)N1CCOCC1,2,0,-2,-4,1.2,2,2.7,1.6,0,-3.8,-4
Cc1nc2ccc(S(=O)(=O)N3CCCCC3)cc2s1,-4,-8,-12,-8,0.4,-14,1.7,0.9,-2,0.5,-9
COc1ccc2oc(C(=O)OCC(=O)N(CC(C)C)c3c(N)n(Cc4ccccc4)c(=O)[nH]c3=O)c(C)c2c1,-2,4,-15,-1,-2.7,20,6.5,2.2,-8,1.2,3
S=C(Nc1ccccc1)N1CCCN1c1ccccc1,7,1,40,12,3.8,10,2.1,-0.7,-4,0.5,-7
C/C(=N\NC(=O)c1ccccc1Br)c1ccc(N2CCOCC2)cc1,0,0,8,1,1.2,-2,1.7,-0.2,1,-0.1,9
Nc1nc2cc(Br)ccc2o1,5,-1,·,-16,0.0,7,14*,·,-2,·,-1
C/C(=N/NC(=O)c1ccccn1)c1ccncc1,4,-8,0,0,-1.6,-17,-2.4,0.6,5,-0.8,-3
CCC(C)NC(=O)CN(c1ccc(OC)cc1)S(=O)(=O)c1ccccc1 (stereo not given),0,1,-11,8,-0.1,7,3.6,0.2,-3,-0.2,6
CC(OC(=O)c1ccc(CN2CCCC2=O)cc1)C(=O)Nc1ccc(Cl)cc1 (stereo not given),-1,-6,2,0,-0.1,-9,1.4,3.9,-5,3.2,4
Cc1nc(NCCN2CCOCC2)c2oc3ccccc3c2n1,-2,3,-19,-7,0.0,-9,2.6,1.8,3,3.5,-5
O=C(Nc1ccc(Cl)cc1)Nc1nnc(CSCc2ccc(Cl)cc2)s1,-7,-1,·,3,-0.2,-13,3.7,-0.3,5,2.5,-7
Cc1ccc(-n2nc3cc(Cl)c(NC(=O)c4ccco4)cc3n2)cc1,5,-3,-31,-5,0.5,3,0.7,-2.2,1,1.2,3
COc1cc(/C=N/NC(=O)CNC(=O)c2ccco2)ccc1O,-2,-3,16,0,-2.1,-5,4.6,-1.8,2,2.5,-4
Cc1cccc(OCCc2nnc(N)s2)c1C,7,-4,12,0,0.0,-19,2.6,-2.8,1,-0.2,-9
O=C(CSc1nnc(-c2cccnc2)s1)Nc1ccnc2ccccc12,-2,-1,257,-2,2.2,11,2.0,1.3,3,4.0,-20
Cc1cc(C)n(CC(O)Cn2c3ccc(Cl)cc3c3cc(Cl)ccc32)c(=O)n1 (stereo not given),7,1,12,6,0.0,15,-0.3,-3.3,6,-1.0,-15
O=C(COC(=O)c1cccc(S(=O)(=O)N2CCOCC2)c1)Nc1ccc(Cl)cn1,-10,1,-1,-6,0.7,-6,0.8,2.6,2,2.6,-4
CCc1ccccc1NC(=O)C1CCCN(c2nccc(C)n2)C1 (stereo not given),6,-2,11,3,-4.7,-11,2.0,0.4,4,5.8,8
CC(C)C(=O)O/N=C(\N)c1ccccn1,-1,-1,-8,2,0.0,2,4.4,2.3,-1,4.2,-10
CCn1ncc(Cl)c1C(=O)Nc1cc([N+](=O)[O-])ccc1OC,-9,-6,-17,-11,·,2,4.8,0.6,0,0.0,0
NC(=O)C1(Nc2ccc(-c3ccccc3)cc2)CCCC1,6,2,·,-2,-1.7,-4,3.3,·,1,·,1
O=S(=O)(c1ccccc1)N1CCC(=NO)CC1,-9,1,29,-1,1.5,-5,3.8,1.7,2,4.4,4
CC1(C)CC(=O)C2=C(C1)NC1=C(C(=O)c3ccccc31)C2c1ccccc1 (stereo not given),-17,23,-2,5,·,-1,3.2,-0.9,-2,0.0,-1
O/N=C1\CCCC\C1=C/c1ccccc1,-7,1,-1,4,0.6,-11,1.6,-0.6,4,4.2,-7
CCOc1ccc(OCc2cccc(C(=O)O)c2)cc1,-11,3,4,-9,-0.4,-27,3.5,-0.7,3,-0.2,20*
Cc1cc(C(=O)NC2CCCN(Cc3ccccc3F)C2)no1 (stereo not given),-10,-3,15,7,2.5,-22,0.5,-1.5,6,2.0,-2
O=C(NCCN1CCCCC1)c1ccc(Oc2cc(Cl)cc(Cl)c2)o1,·,·,4,-8,0.3,·,2.4,0.1,·,0.2,·
CN(C)Cc1c(O)ccc2occ(C(O)c3ccccc3)c12 (stereo not given),-4,0,-3,5,-0.8,-2,0.6,0.2,1,1.9,6
O=C(OCc1nnc(-c2ccccc2)o1)C12CC3CC(CC(Br)(C3)C1)C2,-3,-13,·,7,0.8,4,3.1,·,-2,·,-5
O=c1c(-c2ccccc2)c(O)c2cccc3c2n1CCC3,-1,1,42,-3,-1.0,9,2.8,0.5,-2,3.2,12
CC1(c2nnc(-c3cccc(Cl)c3)o2)CC(c2ccc(F)cc2)=NO1 (stereo not given),-3,-4,-7,-20,2.1,12,1.6,0.2,-1,1.0,-5
C/C(CC(=O)Nc1ccc2c(c1)OCCO2)=N\NC(=O)COc1ccc(Cl)c(C)c1,-12,-1,-7,0,2.4,-20,3.6,-3.0,1,1.4,1
O=C(C1CCCO1)N1CCN(C(=S)Nc2ccccc2Cl)CC1 (stereo not given),2,-2,-21,1,-1.9,8,2.8,-1.4,-3,2.8,-8
COC(=O)C1=C(C)Nc2ncnn2C1c1ccc(OC(=O)c2ccccc2)cc1 (stereo not given),-8,0,32,-4,0.8,3,2.7,-0.7,12,0.9,2
Nc1nc2cc(S(=O)(=O)N3CCOCC3)ccc2o1,-10,1,73,2,-0.9,2,2.4,-1.0,0,0.2,2
COc1ccc(CNS(=O)(=O)c2ccc(F)c(C(=O)Nc3ccccc3OC)c2)cc1,-13,-56,17,-4,-2.6,-23,1.1,3.2,9.5*,1.1,5
Cc1nc2ncnn2c(C)c1CCC(=O)N1CCOCC1,-4,-1,10,12,-1.1,1,2.4,-2.4,-1,-0.9,5
C=CCC(NCCCO)c1cccc(OC)c1OC (stereo not given),-9,-1,+,2,1.9,-12,2.3,0.5,4,3.5,4
C/C(Cl)=C/Cc1c(C)[nH]c2c(ccc3ccccc32)c1=O,-9,0,-26,-3,0.8,-7,3.5,-0.6,2,3.6,0
O=C(O)CCC(=O)c1ccc2c(c1)CCCC2,-5,3,-1,3,-3.1,0,0.6,-1.3,0,0.8,0
C=CCc1ccccc1OCC(=O)N/N=C/c1ccc(OC(C)=O)cc1OC(C)=O,4,2,-5,-4,0.0,-28,3.1,-1.0,3,3.8,-2
O=C(Nc1ccc2nn(-c3ccccc3)nc2c1)c1ccco1,-3,1,-4,-7,0.1,-17,2.5,-4.0,-1,1.2,-8

# Entries of single compounds, looked up by structure. Order of values: PKA-R1A activ	DAGLB inhibitor	Mot1-301 SUMO	Tat export inh	CDK5 p35 inh	HTR5A inv ag	phage Ecoli inh	Ecoli viability	HTR5A ag	AddAB inh	PKA-R2B activ
# Cc1cccc(OCCc2nnc(N)s2)c1C across the screens: 7	-4	12	0	0.0	-19	2.6	-2.8	1	-0.2	-9
# C/C(=N\NC(=O)c1ccccc1Br)c1ccc(N2CCOCC2)cc1 across the screens: 0	0	8	1	1.2	-2	1.7	-0.2	1	-0.1	9
# NC(=O)C1(Nc2ccc(-c3ccccc3)cc2)CCCC1 across the screens: 6	2	·	-2	-1.7	-4	3.3	·	1	·	1

# Additional entries follow.
SMILES,PKA-R1A activ,DAGLB inhibitor,Mot1-301 SUMO,Tat export inh,CDK5 p35 inh,HTR5A inv ag,phage Ecoli inh,Ecoli viability,HTR5A ag,AddAB inh,PKA-R2B activ
NC(=S)N/N=C1/CCSc2ccc3ccccc3c21,-1,0,41,-2,1.9,4,2.1,-0.4,4,1.7,-12
N#CCC(=O)Nc1ccc(C(=O)OCC(=O)Nc2ccc3ccccc3c2)cc1,-4,2,15,5,2.1,14,1.8,1.8,-6,1.1,4
COCc1cc(Sc2ccc(Cl)cc2)nc(-c2ccccc2)n1,13,-3,569,5,-0.3,9,1.1,-1.5,2,3.2,4
O=C(Oc1ccc(C(=S)N2CCOCC2)cc1)c1cccc(Cl)c1,-8,-4,-9,4,1.1,-1,2.3,-0.5,2,3.0,-1
CC(=O)N1c2ccc(S(=O)(=O)NCC3CCC(C(=O)NC4CCCCC4)CC3)cc2CC1C (stereo not given),-7,-2,3,-1,·,-2,1.4,-0.9,0,2.8,-4
CCCn1nnnc1SCC(=O)c1ccc(NC(C)=O)cc1,-5,-3,·,1,-3.5,0,3.8,-0.2,-4,2.1,0
c1ccc(Nc2ccc(-n3ccnc3)nn2)cc1,0,-4,-5,-13,2.3,-6,-0.5,-1.8,4,1.4,-4
Cc1ccccc1-n1ncc2c1CC(C)(C)CC2NC(=O)CCC1=NNC(=O)CC1 (stereo not given),-4,-1,11,1,0.4,-30,-1.5,1.8,0,2.0,-7
COCCNC(=O)C1Cc2cc(S(=O)(=O)N3CCCC3)ccc2N1C(C)=O (stereo not given),-7,2,2,-2,-4.7,5,1.3,-0.5,-2,2.7,-8
CC(C)CNC(=O)CN(c1ccccc1)S(=O)(=O)c1ccccc1[N+](=O)[O-],-16,1,-3,6,-0.8,5,-0.9,-0.1,4,4.4,5
CN(C)CCCNCCCCNC(=O)/C=N/O,-6,0,-19,-3,0.8,-2,0.5,0.6,3,-0.3,-6
CCOC(=O)Cc1csc(NC(=O)Nc2ccc(OC(F)(F)F)cc2)n1,-11,-4,18,-2,-0.4,10,4.9,1.7,6,3.1,-1
C=CCN1C=C(C(C)=O)C(=O)CC1,-1,-1,·,2,0.1,11,2.5,·,-3,·,0
COc1ccc(N2C(=O)C3CCCN3C2c2ccc(C)o2)cc1Cl (stereo not given),2,1,16,-11,1.2,-14,1.8,-0.6,5,3.6,-3

# Screening data from PubChem BioAssay.
